PAX8 reporter – lowers PAX8-driven luciferase in RMG-I cells; hit rate 1.2% among 360,000; RMG-I TPO-luciferase reporter, SteadyGlo, 24 h; inhibition, % at 12.6 µM;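 active means mean replicate inhibition at least 60% with every replicate also reaching 60%; inconclusive means only one of the two criteria is met; inactive means mean below 60% and not all replicates reaching 60%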;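 further: luciferase light reporting Pax8 driven TPO promoter activity; plate controls were median of neutral control wells for no effect and mitoxantrone controls for full effect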
Casp6 inh – caspase-6 (human) enzyme inhibition. P55212. purified caspase-6, Z-VEID-R110 cleavage fluorescence. inhibition, % at 12.5 µM. hit rate 0.53% among 350,000;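 active means mean inhibition across replicates at least about 35%, with every replicate also reaching that limit, limit read from the data; inconclusive means only one of the two criteria met; inactive means neither criterion met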;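 further: 0% = median of neutral control wells and 100% = no fluorescence left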
Target sequence (P55212 24-179 limits assumed): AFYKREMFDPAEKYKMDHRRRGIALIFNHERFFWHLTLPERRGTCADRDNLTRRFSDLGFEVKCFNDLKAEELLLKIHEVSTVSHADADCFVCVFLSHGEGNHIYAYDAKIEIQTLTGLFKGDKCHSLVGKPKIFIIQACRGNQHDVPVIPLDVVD
Target sequence (P55212 194-293 limits assumed): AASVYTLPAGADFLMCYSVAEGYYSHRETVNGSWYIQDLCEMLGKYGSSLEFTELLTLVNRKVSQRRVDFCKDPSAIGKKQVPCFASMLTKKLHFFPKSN
DENV2 CPE rescue – protects cells from dengue virus 2 cytopathic effect | DENV2-infected cells, cytopathic effect rescue, plate reader | CPE inhibition, % at 9.99 µM | hit rate 1.7% among 350,000 | AID 651640; in the data active means CPE inhibition above about 20%, passing the limit was not always enough; inconclusive means no clear call, values can overlap the other calls; tested in BHK-21 cells;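 further: 0% = median of neutral control wells and 100% = median of positive control wells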
SIRT5 block – blocks human SIRT5 desuccinylation of peptide. hit rate 1.1% among 330,000. Q9NXA8. AID 652115. Purified SirT5, succinyl-peptide AMC, trypsin-coupled fluorescence. inhibition, % at 15 µM; in the data active means inhibition above about 15%; inconclusive means no clear call, values can overlap the other calls
Target sequence (Q9NXA8 whole entry, looked up): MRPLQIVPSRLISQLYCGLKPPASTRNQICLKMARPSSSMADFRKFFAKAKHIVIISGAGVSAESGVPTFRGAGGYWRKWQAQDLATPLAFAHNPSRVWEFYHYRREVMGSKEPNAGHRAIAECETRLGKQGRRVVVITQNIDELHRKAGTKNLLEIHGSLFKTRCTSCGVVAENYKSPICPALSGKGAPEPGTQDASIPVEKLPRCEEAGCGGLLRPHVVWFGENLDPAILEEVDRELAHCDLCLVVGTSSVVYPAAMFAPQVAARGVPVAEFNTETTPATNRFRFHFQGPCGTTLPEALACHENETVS
ARNT-TACC3 inh – disrupts binding between human ARNT and TACC3; AlphaScreen His-ARNT PAS-B/GST-TACC3 binding, luminescence; TACC3 fragment carries E629A point mutation; inhibition, % at 9.99 µM; hit rate 0.66% among 390,000; AID 623870;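 active means mean inhibition of replicates at least 50% and at least half of replicates each reaching 50%; inconclusive means half or more replicates reach 50% but mean below 50%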;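 further: 0% = complete ARNT plus TACC3 wells and 100% = ARNT alone without TACC3; many hits fall short of the cut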
LGR2 inh – blocks bursicon-induced cAMP signaling via Drosophila LGR2; HEK293 LGR2, CRE-luciferase, bursicon-stimulated, 4 h; inhibition, % at 9.99 µM; hit rate 0.35% among 380,000; AID 720647;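 active means drop in luminescence signal, shown as inhibition above about 50% in the replicate tests, limit read from the data, passing the limit was not always enough; inconclusive means probably only some replicates passing the limit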;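 further: agonist challenge used bursicon conditioned medium at about half maximal strength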
EWS-Fli block – EWS/Fli transcriptional activity inhibition | A673 NR0B1-luciferase reporter, viability-normalised | inhibition, % at 12.6 µM | hit rate 0.67% among 350,000;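 active means mean inhibition of at least 50% after viability correction, with every replicate also passing that limit; inconclusive means mean reaches 50% but only one of two replicates passes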;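 further: firefly luciferase signal divided by Alamar Blue viability fluorescence both relative to DMSO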
* marks the source's active call; other numbers are inactive results; ? = inconclusive; nt = not tested or not shown; & = joins results of further samples.

structure,PAX8 reporter,ARNT-TACC3 inh,EWS-Fli block,Casp6 inh,LGR2 inh,SIRT5 block,DENV2 CPE rescue
COc1ccc(CN(C)C[C@H]2Oc3ccc(NC(=O)Nc4ccc(C(F)(F)F)cc4)cc3CC(=O)N([C@H](C)CO)C[C@H]2C)cc1,-8,-9,10,1,42,9,-15
O=C(COC(=O)c1ccc[nH]c1=O)NC1CC1,4,nt,-2,-5,-2,-4,-1
C[C@H](CO)N1C[C@H](C)[C@H](CN(C)S(=O)(=O)c2ccc(F)cc2)Oc2cc(Br)ccc2S1(=O)=O,-2,1,11,0,5,2,-1
C[C@@H]1CN([C@@H](C)CO)C(=O)c2cc(NC(=O)Cc3ccccc3)ccc2O[C@@H]1CN(C)Cc1ccc(C(=O)Nc2ccccc2N)cc1,nt,-1,46,-3,17,-3,-10
NNC(=O)Cn1c(-c2ccccc2)cc(=O)n2ncnc12,-3,6,-7,1,14,-2,-2
CC(C)[C@H](NC(N)=O)C(=O)Nc1cccc([N+](=O)[O-])c1,24,-7,12,0,-6,0,0
COc1ccc(CC(=O)Nc2nn(C)c3nc4c(C)cccc4cc23)cc1,20,nt,10,1,nt,-3,1
COc1cccc(NC(=O)CN(C)C(=O)c2cc(C)oc2C)c1,-4,6,-4,0,-11,1,0
CN(C)c1ccc(C=c2c3ccccc3n3c2c2c([n+]3C)CCCC2)cc1,91*,33,53*,nt,32*,-2,8
C=CCN(C(=O)c1csnn1)C(C(=O)NCc1ccccc1)c1ccccc1F (stereo not given),7,16,-8,0,3,nt,3
CO[C@H]1CN(C)C(=O)c2ccc(NC(=O)Nc3c(C)noc3C)cc2OC[C@@H](C)N(CC2CC2)C[C@H]1C,-14,-7,4,4,-6,0,?
CC(NC(=O)C1CCC(CNC(=O)[C@@H]2Cc3ccccc3CN2)CC1)c1ccccc1 (stereo not given in full),7,-28,-3,2,5,-1,6
CCC(=O)NC(=S)Nc1cccc(-c2nc3ncccc3o2)c1,9,-4,nt,nt,18,nt,nt
CCc1ccc(OCC(O)CN2CCN(c3ccc(OC)cc3)CC2)cc1 (stereo not given),19,4,2,-1,7,1,8
CCN(CC(=O)NCc1ccccc1Cl)CC(=O)Nc1c(F)cccc1F,19,-2,-2,-4,-5,2,-4
O=C(/C=C/c1ccc(Cl)cc1Cl)NCCSc1ccccc1,8,-2,nt,nt,-15,nt,nt
C[C@@H]1CN([C@H](C)CO)C(=O)CCCn2cc(nn2)CO[C@H]1CN(C)C(=O)Nc1cccc(F)c1,-4&2&7,7,-12&6&2,1&-3,10&13,-2&1,20&-7
CCC(=O)N1CCCCN2[C@H](CO)[C@@H](c3ccc(-c4ccc(F)cc4)cc3)[C@@H]2C1,-20,1,7,4,17,6,-12
CC=Cc1ccc2n(c1=O)C[C@H]1[C@H](CO)[C@@H](C(=O)Nc3ccc(-c4ccccc4)cc3)N(C(C)=O)[C@@H]21 (mixture of isomers),-4,-4,-8,-1,-8,-2,12
Cc1ccc(C(NC(=O)Nc2ccccn2)C(Cl)(Cl)Cl)cc1F (stereo not given),-1,-1,-4,-3,3,-8,-1

Some of the entries so far, with values under each structure:
The line under a structure holds: PAX8 reporter | ARNT-TACC3 inh | EWS-Fli block | Casp6 inh | LGR2 inh | SIRT5 block | DENV2 CPE rescue
- CCC(=O)NC(=S)Nc1cccc(-c2nc3ncccc3o2)c1
 : 9 | -4 | nt | nt | 18 | nt | nt
- CCc1ccc(OCC(O)CN2CCN(c3ccc(OC)cc3)CC2)cc1 (stereo not given)
 : 19 | 4 | 2 | -1 | 7 | 1 | 8

As entered above:
COc1ccc(CN(C)C[C@H]2Oc3ccc(NC(=O)Nc4ccc(C(F)(F)F)cc4)cc3CC(=O)N([C@H](C)CO)C[C@H]2C)cc1 in SIRT5 block is entered as 9
C[C@@H]1CN([C@H](C)CO)C(=O)CCCn2cc(nn2)CO[C@H]1CN(C)C(=O)Nc1cccc(F)c1 in SIRT5 block is entered as -2&1
NNC(=O)Cn1c(-c2ccccc2)cc(=O)n2ncnc12 in PAX8 reporter is entered as -3
CCC(=O)N1CCCCN2[C@H](CO)[C@@H](c3ccc(-c4ccc(F)cc4)cc3)[C@@H]2C1 in DENV2 CPE rescue is entered as -12
C=CCN(C(=O)c1csnn1)C(C(=O)NCc1ccccc1)c1ccccc1F (stereo not given) in DENV2 CPE rescue is entered as 3
O=C(/C=C/c1ccc(Cl)cc1Cl)NCCSc1ccccc1 in ARNT-TACC3 inh is entered as -2
CC(NC(=O)C1CCC(CNC(=O)[C@@H]2Cc3ccccc3CN2)CC1)c1ccccc1 (stereo not given in full) in LGR2 inh is entered as 5

(list continues)
structure,PAX8 reporter,ARNT-TACC3 inh,EWS-Fli block,Casp6 inh,LGR2 inh,SIRT5 block,DENV2 CPE rescue
CCOC(=O)N1CCN(C(=O)COC(=O)c2cccc(C)c2[N+](=O)[O-])CC1,-7,-3,-9,-2,-10,-5,-6
Cc1cccc(NC(=O)c2cccc(N3C(=O)C4C5C=CC(C6CC56)C4C3=O)c2)c1 (stereo not given),22,-5,10,2,11,1,0
Cc1ccc(C)c(NC(=S)N2CCN(S(=O)(=O)c3ccccc3)CC2)c1,-2,3,nt,1,1,2,?
Cc1ccc2c(=O)[nH]c(Cc3ccccc3C(=O)O)nc2c1,13,26,13,2,23,-2,10
CCn1c(SCC(=O)NNC(=O)c2ccc(OC)cc2)nnc1-c1cccnc1,3,-7,-5,-1,5,-5,5
O=C(NCCSCc1ccccc1)c1ccc(F)cc1,-8,1,nt,nt,1,nt,nt
COc1ccc(C(=O)Nc2ncccc2C)cc1S(=O)(=O)N1CCCc2ccccc21,15,1,13,0,-10,-3,-3
O=C(C1CCCC1)N1CC2(C1)[C@H](c1ccccc1)[C@@H](CO)N2Cc1nccs1,nt,nt,-6,0,-20,0,5
Cc1noc(C)c1NC(=O)Nc1ccc2c(c1)CC(=O)N([C@H](C)CO)C[C@H](C)[C@@H](CN(C)C(=O)Nc1ccc3c(c1)OCO3)O2,-29,1,-6,-1,5,3,-5
CC(C)OC(=O)c1ccccc1C(=O)c1ccc(N)c([N+](=O)[O-])c1,5,5,2,3,6,-1,3
CC(=O)Oc1ccc(C(=O)O)c(OC(C)=O)c1,-6,-7,-7,1,-5,-5,?
COC(=O)[C@@]1(Cc2ccc(F)cc2)[C@H]2c3cc(C(=O)N(C)C)n(Cc4nc5ccccc5[nH]4)c3C[C@H]2CN1C(=O)c1ccccc1,2,nt,8,0,14,0,19
Cc1ccc(S(=O)(=O)c2c(N)n(Cc3ccco3)c3nc4ccccc4nc23)cc1C,6,-3,nt,-1,11,-5,nt
C[C@@H]1CCCCO[C@@H](CN(C)C(=O)NC2CCCCC2)[C@H](C)CN([C@@H](C)CO)C(=O)c2cc(NS(C)(=O)=O)ccc2O1,-13,0,3,nt,1,nt,-6
O=C(O)c1cccc(NC(=O)c2ccccc2)c1,-10,-14,3,0,29,-2,0
COc1ccc(NC(=S)Nc2ncccc2C)c(OC)c1,nt,23,-35,0,-39,0,nt
CC(C)c1ccc(NC(=S)N2CCN(S(=O)(=O)c3ccccc3)CC2)cc1,9,-1,6,0,0,2,11
Cc1ccc(NC(=O)CSCc2nc3c(nnn3Cc3ccc(F)cc3)c(=O)[nH]2)c(C)c1,4,-38,-7,-6,-2,-1,-3
Cc1ccc(NC(=O)c2cncc(Br)c2)nc1,-146,6,-73,6,-6,-2,-6
Cc1cc(C(O)c2ncc(-c3ccccc3F)[nH]2)ccc1F (stereo not given),-37,nt,-33,2,nt,0,-6
CN1OC[C@@H]2CN(C(=O)CCc3ccccc3)[C@H](c3ccc(-n4ccnc4)cc3)C[C@@H]21,12,nt,-3,3,-4,0,-10
Cc1cc(=O)oc2cc(OCC(=O)Nc3ccc(CN4CCOCC4)cc3)ccc12,-10,8,-4,2,17,-2,0
C[C@@H]1CN([C@@H](C)CO)C(=O)c2cccc(NC(=O)CCCCCC(=O)Nc3ccccc3N)c2O[C@H]1CN(C)Cc1ccncc1,-11,nt,-7,-1,0,nt,12
C=C1CCC[C@]2(C)C[C@H]3OC(=O)C(CN(Cc4ccc(OC)c(OC)c4)CC(C)O)[C@H]3CC12 (stereo not given in full),-43,-2,-8,0,8,0,-4
O=C(Cc1cccs1)Nc1nnc(SCc2ccc(F)cc2)s1,-18,1,nt,nt,2,nt,nt
Cc1ccc2c(CC(=O)NNC(=O)c3ccccc3O)coc2c1,26,0,2,5,-7,5,-11
CC(C)(C)[C@@H]1COC(=O)[C@@H](NC(=O)OCC2c3ccccc3-c3ccccc32)C/C=C\C[C@@H](CC(=O)NCCO)C(=O)N1,-8,-6,-78,0,3,nt,13
C[C@@H]1CN([C@@H](C)CO)C(=O)c2cc(NC(=O)Nc3ccccc3)ccc2O[C@@H](C)CCCCO[C@@H]1CN(C)Cc1ccc2c(c1)OCO2,-4,32,2,1,20,7,15
Cc1ccc(NC(=O)Cn2nnc3ccccc3c2=O)cc1C,-9,-13,-9,1,-7,-2,6
O=S(=O)(NCC(Nc1ccc(Cl)cc1)c1ccccc1)c1ccccc1 (stereo not given),-8,-2,nt,nt,6,nt,nt
COc1ccc(NS(=O)(=O)c2cccc(C(=O)N3CCN(C/C=C/c4ccccc4)CC3)c2)cc1,31,nt,12,-247,-27,nt,5
COc1ccc(S(=O)(=O)N2CCN(C)CC2)cn1,9,0,nt,-3,10,1,?
COc1ccc(-c2cc(C(F)(F)F)n3ncc(C(=O)N4CCCCC4c4cccnc4)c3n2)cc1 (stereo not given),6,-11,7,-2,7,-7,nt
C[C@H](CO)N1C[C@H](C)[C@@H](CN(C)C(=O)c2cccc(F)c2)Oc2cc(-c3cncnc3)ccc2S1(=O)=O,-12&-13,-6&-4,-3&-2&9,-1&-1&-1,-22&-3,-1&-1&1,1&-7&3
CC(C)(O)[C@H](O)COc1c2ccoc2cc2oc(=O)ccc12,-20,-3,-1,1,10,nt,-6
CC(c1ccccc1)n1c(Br)nc2c1c(=O)[nH]c(=O)n2C (stereo not given),-25,-12,10,0,-3,-1,-2
Cc1noc(C)c1S(=O)(=O)N(CC(=O)NC1CCCC1)c1ccc(C(C)C)cc1,11,-3,10,0,-2,-3,12
COc1ccc(/C(C)=N\Nc2nc(-c3ccccc3)cc(=O)[nH]2)cc1,-14,10,13,1,6,-4,6
COC1CCN(Cc2cn(Cc3ccccc3)nc2-c2cc3ccccc3o2)CC1,-1,25,6,9,5,-1,nt
Cc1cc(C(=O)Nc2cccc3c2O[C@@H](CN(C)S(C)(=O)=O)[C@H](C)CN([C@@H](C)CO)C3=O)n(C)n1,-8,-7&-2,-4&11,3&1,15&-20,-1&-2,10&13

Source: PubChem BioAssay
